HEK cytotox – cytotoxic compounds in HEK 293 cells | HEK 293 viability, ATP luminescence (CellTiter-Glo), 48-72 h | Potency, µM (highest dose often 115 µM), for inactives: at the highest dose activity change, negative = cytotoxicity, usual class: inhibitors | 94,000 compounds, 6.6% hits | AID 1345083; further: potency means the concentration at half of the fitted maximal effect; nearly all actives have a fitted effect of over 60% in size
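Luminescence from cellular ATP, measured with CellTiter-Glo, indicates HEK 293 viability. Cells plated at 250 cells/well are treated with compound for 48 or 72 hr at 37 degree Celsius before reagent addition.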
GPT2 inh – inhibitors of human GPT2 alanine aminotransferase; Q8TD30; Recombinant GPT2, coupled pyruvate oxidase/HRP Amplex Red fluorescence; Potency, µM (top dose mostly 57.7 µM), for inactives: at the top dose activity change, negative = inhibition, actives largely listed as inhibitors; 100,000 compounds, 0.25% hits; further: potency means the concentration at half of the fitted maximal effect; nearly all actives have a fitted effect of over 60% in size; many of its hits are not listed in these tables
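Fluorescence of coupled pyruvate oxidase/HRP/Amplex Red system (50uM Amplex, 30 min, dark) reports pyruvate formed by GPT2. Enzyme reaction: 10ng/uL GPT2, 2mM L-alanine, 250uM a-KG, 30 min room temperature, pH 7.5; 50uM AOA control.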
HEK293 viab – counter-screen for SNCA expression inhibitors: cell viability; HEK-293-SNCA-luc viability, GF-AFC fluorescence, 24 h; Potency, µM (doses to about 57.1 µM), inactives show at the highest dose activity change, negative = cytotoxicity, actives largely listed as cytotoxic; 150,000 compounds, 0.12% hits; AID 1671193;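 further: potency means the concentration at half of the fitted maximal effect; 0% = DMSO-treated cells and -100% = medium-only wells without cells; nearly all actives have a fitted effect of over 30% in size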
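HEK-293-SNCA-luc cells (1500/well) plated 24 h, then exposed 24 h to a dilution series; GF-AFC added 30 min at 37C, fluorescence 405/540 nm; normalised to medium-only and DMSO wells, Hill fit.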
FLuc inh – Photinus pyralis luciferase inhibition; P08659; purified P. pyralis luciferase, luminescence, biochemical; Potency, µM (titrated, usually from 115 µM), without a hit: top-dose activity change, negative = inhibition, actives largely listed as inhibitors; 76,000 compounds, 2.5% hits; AID 1347043; further: potency means the concentration at half of the fitted maximal effect; nearly all actives have a fitted effect of over 65% in size
Target sequence (P08659 whole entry, looked up): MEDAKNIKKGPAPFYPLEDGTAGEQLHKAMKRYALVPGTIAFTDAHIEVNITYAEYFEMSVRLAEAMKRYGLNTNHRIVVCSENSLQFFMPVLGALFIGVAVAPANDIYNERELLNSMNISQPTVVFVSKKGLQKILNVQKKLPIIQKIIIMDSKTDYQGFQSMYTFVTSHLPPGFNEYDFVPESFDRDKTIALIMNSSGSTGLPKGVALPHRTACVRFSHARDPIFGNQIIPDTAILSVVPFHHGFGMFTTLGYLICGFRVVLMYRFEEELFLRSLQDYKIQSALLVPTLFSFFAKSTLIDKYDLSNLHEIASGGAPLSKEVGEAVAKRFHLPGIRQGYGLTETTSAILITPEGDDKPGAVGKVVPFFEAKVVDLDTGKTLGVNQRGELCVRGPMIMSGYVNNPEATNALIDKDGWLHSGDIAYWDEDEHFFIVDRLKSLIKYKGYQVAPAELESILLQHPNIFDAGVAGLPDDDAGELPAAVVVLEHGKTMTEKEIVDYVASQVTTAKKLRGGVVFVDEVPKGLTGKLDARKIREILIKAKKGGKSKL
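Purified P. pyralis luciferase (10nM final) in 50mM Tris acetate pH 7.5, 10mM Mg acetate, 0.01% Tween-20, 0.05% BSA with 10uM D-luciferin and 10uM ATP. Compounds titrated qHTS. Luminescence imaged on CCD.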
IP6K1 inhibitor – blocks human inositol hexakisphosphate kinase 1 | 140,000 compounds, 0.81% hits | activity change, % (series mostly up to about 58 µM) | Q92551 | IP6K1 kinase, ADP-Glo luminescence, 2 h; stronger effect = lower value; in the data active means activity change below about -25%
Target sequence (Q92551 whole entry, looked up): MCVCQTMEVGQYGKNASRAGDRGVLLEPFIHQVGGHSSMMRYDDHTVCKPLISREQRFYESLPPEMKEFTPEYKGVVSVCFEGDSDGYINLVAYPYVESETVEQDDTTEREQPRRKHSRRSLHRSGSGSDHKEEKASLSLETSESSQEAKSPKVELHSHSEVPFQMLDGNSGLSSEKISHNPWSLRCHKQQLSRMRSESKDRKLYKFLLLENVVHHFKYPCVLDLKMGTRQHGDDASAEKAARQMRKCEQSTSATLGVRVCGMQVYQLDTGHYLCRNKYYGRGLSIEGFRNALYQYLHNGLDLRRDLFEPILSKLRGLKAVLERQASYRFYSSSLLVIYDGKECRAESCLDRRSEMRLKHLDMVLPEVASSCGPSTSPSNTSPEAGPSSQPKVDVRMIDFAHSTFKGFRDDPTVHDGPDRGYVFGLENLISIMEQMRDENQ
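ADP-Glo luminescence measures ADP made by human IP6K1 during a 2 h RT reaction with ATP/IP6 (mix at 1.3 mM/130 uM); top library doses 57.5 and 19.1 uM final.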
SNCA expr inh – reduces expression of the alpha-synuclein gene. HEK-293 SNCA-luciferase knock-in, luminescence, 24 h. 140,000 compounds, 0.17% hits. Potency, µM (series often up to 57.2 µM), inactives show at the highest dose activity change, negative = inhibition, actives largely listed as inhibitors. AID 1671194;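 further: potency means the concentration at half of the fitted maximal effect; plate controls were DMSO cells for no effect and cell-free wells for full effect; nearly all actives have a fitted effect of over 45% in size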
3T3 cytotox – kills NIH 3T3 cells | NIH 3T3 viability, CellTiter-Glo ATP luminescence, 48-72 h | Potency, µM (series often up to 96.7 µM), inactives show top-dose activity change, negative = cytotoxicity, most hits filed as inhibitors | 94,000 compounds, 4.3% hits | AID 1345082; further: potency means the concentration at half of the fitted maximal effect; nearly all actives have a fitted effect of over 55% in size
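Viability of NIH 3T3 cells after 48 or 72 hr compound treatment at 37 °C was assessed by CellTiter-Glo, with luminescence imaged following a 10 min room-temperature step.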
Active calls of the source: *; i = inactive; ? = inconclusive; · = no result given; [ ] = remark or other dose. Unless noted, the call rests on the fitted dose curve; in most records, active means well fitted curve in the direction sought with a large enough effect; inconclusive means small, poorly fitted or top-dose-only effect, or another doubt; inactive means no such curve, though single readings can be large; an effect the other way counts as inactive or inconclusive. Unless noted, on the % scale 0 is the no-effect control and ±100 the full control effect.

SMILES | HEK cytotox | GPT2 inh | HEK293 viab | FLuc inh | IP6K1 inhibitor | SNCA expr inh | 3T3 cytotox
Cc1ccc(N2C(=O)CSC23CCN(C(=O)C2CC2)CC3)cc1 | 0.7% | 0.4% | -5.5% | -4.4% | 10.7 | 8.3% | -26.2%
COCCNC(=O)[C@@H]1C[C@H](Oc2ccccc2)CN1C(=O)c1cccnc1C | i | 1.1% | 9.6% | -9.5% | -2.9 | -3.1% | -4.7%
O=S(=O)(c1ccccc1Cl)N1CCCC1c1nncn1Cc1ccncc1 (stereo not drawn) | -1.5% | 0.2% | 0.1% | 1.3% | 2.5 | 22.3% | i
O=S(=O)(c1cnc[nH]1)N1CCC(c2nc(-c3ccccc3)no2)C1 (stereo not drawn) | ? | i | -10.6% | -11.4% | 2.7 | 47.1%[activator] | -22.8%
Cc1cccc(NS(=O)(=O)c2nnc(NC(=O)C3CCCCC3)s2)c1 | · | · | 2.9% | · | -3.2 | -14.4% | ·
CN1CCC(NC(=O)c2cc(-c3c(O)cc(O)cc3Oc3ccc([N+](=O)[O-])cc3)on2)CC1 | · | -3.4% | -43.7% | · | 20.9 | · | ·
CCCCNC(=O)c1c(OCC(C)C)cc(=O)n2c1CCCCC2 | -1.7% | i | 6.7% | 3.8% | -7.2 | 41.7%[activator] | ?
Cc1cn2c(=O)cc(COc3cccc(NC(=O)c4ccccc4Cl)c3)nc2s1 | · | · | 10.3% | · | -8.8 | 4.3% | ·
COc1ccc(Nc2ncc3c(n2)CCN(Cc2ccc(Br)s2)C3)c(OC)c1 | · | · | 3.0% | · | 3.4 | 116.7%[activator] | ·
COc1cc(CNC(=O)[C@H]2CCC[C@H]2NC(=O)c2ccc(OC)nc2)cc(OC)c1 | -29.1% | i | -3.9% | -5.9% | 18.5 | 26.7% | -22.9%
O=C(C1CCN(C(=O)N2CC3CC(C2)[C@H]2CCCC(=O)N2C3)CC1)N1CC=C(c2ccccc2)CC1 (stereo partly drawn) | -18.4% | i | 1.1% | -2.2% | 11.0 | 5.3% | -35.6%
Cc1nc(N2CCCCC2)n(CC(=O)Nc2cccc(Cl)c2)c(=O)c1C | ? | -26.2% | -17.4% | 0.0% | 8.5 | -11.9% | ?
CCOC(=O)c1cccc(NC(=O)Cn2c(=O)c3cccn3c3ccccc32)c1 | · | · | -3.5% | · | -19.2 | -5.0% | ·
COCC1CN(C2CCC2)CC12CCN(Cc1ccc(OC)c(OC)c1)CC2 (stereo not drawn) | ? | i | -20.7% | -8.6% | 5.5 | ? | ?
CCOc1ccc(CNC(=O)CCC(=O)N2Cc3ccccc3Oc3ncccc32)cc1 | · | · | 3.8% | · | 5.9 | 32.9%[activator] | ·
COc1ccc(Br)cc1C(=O)Nc1cccc2ccc(C)nc12 | · | · | -1.4% | · | -10.0 | -5.8% | ·
OC[C@@H]1CN(Cc2ccccc2F)C[C@H]1c1nc(-c2ccncc2)no1 | ? | -4.0% | -8.2% | -26.6% | -1.1 | 35.7%[activator] | -25.9%
CC(Cc1cnccn1)NC(=O)c1ccc2nc(-c3ccc(F)cc3)cn2c1 (stereo not drawn) | ? | 0.1% | 0.7% | 39.8µM* | -4.4 | 8.2% | -7.3%
Cc1ccc(NC(=O)c2oc3ccccc3c2NC(=O)c2ccc(F)c(F)c2)cc1 | · | · | -13.3% | · | 4.3 | -9.2% | ·
CN(C)c1ccc(NC(=O)NS(=O)(=O)c2ccc(Cl)cc2)cc1 | · | ? | -19.7% | · | -16.7 | · | ·
O=C(c1ccccc1Cl)N1CCCC(C(=O)N2CCC(c3ccccc3)CC2)C1 (stereo not drawn) | ? | -1.6% | -2.3% | · | -12.8 | -10.8% | -21.0%
O=C1NCc2ccccc2CC12CCN(Cc1ccsc1)C2 (stereo not drawn) | -16.9% | 1.8% | -9.0% | · | 0.7 | 23.8% | -10.8%
O=S(=O)(N1CCCC1)N1CCOC(Cc2cccc(C(F)(F)F)c2)C1 (stereo not drawn) | ? | -17.2% | 6.2% | -6.2% | 6.6 | 0.6% | -30.8%
COc1ccc2nc(NS(=O)(=O)c3ccc(C)cc3)c(Nc3cc(Cl)ccc3OC)nc2c1 | · | · | 19.5% | · | -18.2 | -9.1% | ·
COCCn1cc(CN2CCN(c3ccccc3F)CC2)ccc1=O | -25.5% | 1.4% | 4.0% | -13.5% | -3.2 | 41.2%[activator] | ?
COc1ccc([C@H]2Cc3cccc(O)c3C(=O)O2)cc1OC | · | ? | -4.2% | · | 17.8 | · | ·
COc1ccc2cc(C(=O)N3CCc4nn(C)c(=O)n4CC3)[nH]c2c1 | -20.4% | i | ? | -14.4% | -4.7 | 21.7% | -17.3%
CCCN(CC1CCOC1)S(=O)(=O)c1ccc(C)c(Cl)c1 (stereo not drawn) | ? | 1.6% | -6.5% | 4.1% | 11.9 | -11.5% | -20.6%
O=C(CCC1CCN(S(=O)(=O)c2ccc(F)cc2)CC1)NCc1nc2ccccc2[nH]1 | ? | i | -14.8% | -8.9% | -15.5 | -18.2% | -44.1%
Cc1ccc(C)c(NC(=O)CSC2=Nc3ccccc3N=C(c3ccc(F)cc3)C2)c1 | · | · | -15.8% | · | 29.0 | -16.4% | ·
COc1cccc(CNC(=O)CCc2c(C)c3cc4c(C)coc4c(C)c3oc2=O)c1 | · | · | 12.1% | · | -9.5 | -2.8% | ·
O=C(N[C@H]1CCN2C(=O)c3cc(-c4cccc(C(F)(F)F)c4)ccc3NC(=O)[C@@H]2C1)c1cnccn1 | ? | -4.9% | 6.6% | 5.3% | -7.0 | 20.8% | ?
CC(=O)Nc1ccc(C2(C(=O)NCc3cccc(C)c3)CCC2)cc1 | -5.4% | i | 10.4% | -12.9% | 5.9 | 14.8% | -22.6%
Cn1ncc(N2CCC(CNC(=O)c3cccc(-c4ncc[nH]4)c3)C2)cc1=O (stereo not drawn) | -2.1% | -39.0% | -16.4% | -3.0% | 5.1 | 17.6% | -2.1%
O=C(CSc1nc2c([nH]c3ccccc32)c(=O)n1-c1ccccc1)N1CCCC1 | · | · | -15.3% | · | 33.0 | 42.1%[activator] | ·
COc1ccc(CCNC(=O)C2CCc3nnc(CNC(C)=O)n32)cc1 (stereo not drawn) | -11.9% | 2.8% | 4.9% | · | 1.4 | -2.8% | -20.2%
O=C(c1ccc(Cl)cc1)N1CCNc2cnc(Nc3ccccc3)nc2C1 | ? | i | -14.3%[87.6 µM] | 13.3%[172 µM] | 1.6 | -7.3%[87.6 µM] | ?
CCCCc1ccc(C(=O)N/C(=C\c2ccc(C)cc2)C(=O)NC2CCCCC2)cc1 | · | · | 2.7% | · | 19.7 | 4.9% | ·
CC(=O)Nc1ccc(CN2CCC3CC(=O)NCCC3C2)cc1 (stereo not drawn) | -5.8% | i | 2.6% | · | -19.1 | 5.3% | ?
CCC(CC)C(=O)NC1CCN(c2cnn(C)c(=O)c2)CC1 | i | i | -5.9% | 2.7% | 12.9 | -6.6% | 4.5%
Cc1cccn2c(=O)c(C(=O)NC(C)c3ccccc3)cnc12 (stereo not drawn) | · | · | -1.2% | · | -6.0 | 50.6%[activator] | ·
CC(C)c1ccc(NC(=O)c2cc3n(n2)CC(c2ccc(Cl)cc2)OC3)cc1 (stereo not drawn) | ? | 0.9% | 1.6% | -15.3% | -2.4 | -27.2% | -19.6%
CC(C)c1ccc(NC(=O)CN2C(=O)NC(c3ccccc3Cl)C3=C2COC3=O)cc1 (stereo not drawn) | ? | i | ? | ? | -9.9 | ? | ?
CCCCNS(=O)(=O)c1ccc2nc(-c3cccnc3)cc(C(=O)NCCC)c2c1 | · | · | 4.9% | · | -14.5 | 10.2% | ·
Cc1ccc(NC(=O)c2cn3c4c(ccc(Cl)c4c2=O)OC(C)C3)cc1C (stereo not drawn) | · | · | -10.6% | · | 1.8 | 0.9% | ·
COc1cccc(C(=O)NCCNC(=O)c2cccc(-c3ccc(C(F)(F)F)cc3)c2)c1 | -20.8% | i | 0.0%[12.5 µM] | · | 25.3 | -0.6% | -30.7%
COc1cccc(-c2cccc(C(=O)N3CCN(C(=O)C4CC4)CC3)c2)c1 | ? | 3.4% | 5.0%[12.5 µM] | · | 0.1 | 4.6% | -26.9%
Cn1cccc1-c1cc2n(n1)CCC(=O)N2CCCC(=O)NCc1ccc(F)cc1 | · | · | -4.6% | · | 6.5 | 1.3% | ·
CC1(C(=O)N2CCN(Cc3ccc4c(c3)OCO4)CC2)CCCCC(=O)N1 (stereo not drawn) | -6.7% | i | -14.7% | -0.7% | 32.0 | -26.4% | -11.5%
O=S(=O)(Cc1ccccc1F)N1CCC(c2noc(-c3ccncc3)n2)C1 (stereo not drawn) | ? | i | 6.2% | 3.8% | 11.5 | 9.0% | -21.2%
COc1ccc(-c2noc(CC3CCN(C(=O)c4cc(OC)cc(OC)c4)CC3)n2)cc1 | 35.5µM* | i | -24.7% | -7.9% | -0.7 | ? | ?
O=C(Nc1cccc(C(F)(F)F)c1)O[C@@H]1CO[C@H]2[C@@H]1OC[C@@H]2n1cc(-c2ccccn2)nn1 | 35.5µM* | 0.4% | ? | 0.1% | -4.4 | ? | ?
O=C(Nc1ccc(F)cc1)C1CCN(S(=O)(=O)c2ccc3c(c2)CCCN3C(=O)C2CCC2)CC1 | · | · | 9.5% | · | 15.4 | 15.0% | ·
CC1(c2cccnc2)N(CCOc2ccccc2)C(=O)OC12CCN(C(=O)c1cccc(Cl)c1)CC2 (stereo not drawn) | ? | i | -2.0% | 1.4% | -3.1 | 1.8% | ?
COc1ccc(-c2cnc3n2CC(C(=O)N2CCOCC2)CC3)cc1 (stereo not drawn) | -3.3% | i | 12.4% | -1.5% | 2.7 | -3.3% | -2.7%
Cn1cc(CN2CC[C@@H](c3ccc4c(c3)OCO4)[C@H](O)C2)c2ccccc21 | ? | -40.6% | 9.2% | -10.0% | -1.4 | 9.4% | ?
CCOC(=O)NC1(C(F)(F)F)NC(=O)N(c2ccc(C)c(C)c2)C1=O (stereo not drawn) | · | · | ? | · | 7.2 | -11.0% | ·
CCCSCCCNC(=O)C1CCN(c2nn3cc(-c4ccc(F)cc4)nc3s2)CC1 | · | · | -7.0% | · | -11.2 | 33.9%[activator] | ·
CCN1C(=O)C2(CCN(S(=O)(=O)c3ccc(C(C)C)cc3)CC2)c2ccccc21 | ? | -6.6% | -0.9% | -3.6% | 3.9 | -18.2% | -21.7%

An excerpt of these results, in CSV form.
SMILES,HEK cytotox,GPT2 inh,HEK293 viab,FLuc inh,IP6K1 inhibitor,SNCA expr inh,3T3 cytotox
CCCSCCCNC(=O)C1CCN(c2nn3cc(-c4ccc(F)cc4)nc3s2)CC1,·,·,-7.0%,·,-11.2,33.9%[activator],·
CCN1C(=O)C2(CCN(S(=O)(=O)c3ccc(C(C)C)cc3)CC2)c2ccccc21,?,-6.6%,-0.9%,-3.6%,3.9,-18.2%,-21.7%

Assay outcomes (PubChem BioAssay)

These rows are one share of the data; count on the stated rates, not on these rows.
